SIRT5 block: inhibitors of human sirtuin-5 desuccinylase; Q9NXA8; Purified SirT5, succinyl-peptide AMC, trypsin-coupled fluorescence; inhibition, % at 15 µM; hit rate 1.1% among 330,000; in the data active means inhibition above about 15%
Target sequence (Q9NXA8 whole entry, looked up): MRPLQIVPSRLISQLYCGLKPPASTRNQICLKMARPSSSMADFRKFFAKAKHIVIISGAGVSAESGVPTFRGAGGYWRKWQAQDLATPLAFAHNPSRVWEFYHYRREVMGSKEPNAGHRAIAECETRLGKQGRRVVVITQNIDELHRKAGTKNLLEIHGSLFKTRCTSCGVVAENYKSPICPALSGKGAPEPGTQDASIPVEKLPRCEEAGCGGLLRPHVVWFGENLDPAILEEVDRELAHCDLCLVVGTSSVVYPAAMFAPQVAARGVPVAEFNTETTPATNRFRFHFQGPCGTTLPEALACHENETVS
ARNT-TACC3 inh: disruptors of human ARNT/TACC3 interaction; Q9Y6A5; AlphaScreen His-ARNT PAS-B/GST-TACC3 binding, luminescence; TACC3 fragment carries E629A point mutation; inhibition, % at 9.99 µM; hit rate 0.66% among 390,000;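 active means mean inhibition of replicates at least 50% and at least half of replicates each reaching 50%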;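 further: 0% = complete ARNT plus TACC3 wells and 100% = ARNT alone without TACC3; many hits fall short of the cut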
ERp5 block: inhibitors of human ERp5; ERp5 insulin aggregation, absorbance 650 nm, 90 min; inhibition, % at 9.99 µM; hit rate 0.05% among 350,000; AID 651711;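 active means mean replicate inhibition above about 25%, with every replicate also reaching it, limit read from the data, passing the limit was not always enough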
Target sequence (Q15084 whole entry, looked up): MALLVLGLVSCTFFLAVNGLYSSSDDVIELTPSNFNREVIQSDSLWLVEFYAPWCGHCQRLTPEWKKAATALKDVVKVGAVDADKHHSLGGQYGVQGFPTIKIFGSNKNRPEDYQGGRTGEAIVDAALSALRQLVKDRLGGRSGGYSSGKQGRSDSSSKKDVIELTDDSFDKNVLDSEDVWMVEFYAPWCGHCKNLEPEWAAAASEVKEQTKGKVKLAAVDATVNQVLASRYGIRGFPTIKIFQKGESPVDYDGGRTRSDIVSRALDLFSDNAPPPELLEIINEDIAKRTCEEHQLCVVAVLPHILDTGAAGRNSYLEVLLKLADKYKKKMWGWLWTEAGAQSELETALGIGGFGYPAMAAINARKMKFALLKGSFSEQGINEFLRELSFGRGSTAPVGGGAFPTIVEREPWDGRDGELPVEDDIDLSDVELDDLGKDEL
Cneo AK release: Cryptococcus neoformans lysis via adenylate kinase release | lysis activity, % at 15 µM | hit rate 0.2% among 360,000 | C. neoformans lysis, adenylate kinase release luminescence, 4 h; normalised: neutral wells 0, clomiphene wells 100;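 active means mean lysis activity across replicates of at least 80%, whatever share of replicates individually reach that level; inactive means mean lysis activity below 80%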
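Test system: log-phase Cryptococcus neoformans yeast cells; Quantity: yeast cell density of 5 × 10^6 cells/mL; Buffer or medium: YPD; Doses: single compound concentration per well; Timing: 4 h at 37 °C static, read 1 h later; Measured by: AK luminescence; Read-out basis: lysis from increased AK signal; Control set: Clomiphene as positive control.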
esBAF inh: inhibitors of esBAF chromatin remodeling in mouse ES cells. hit rate 2% among 350,000. reporter increase, % at 12.5 µM. Bmi1-luciferase knock-in reporter, 24 h; 100% = twice the neutral-well signal; in the data active means activation above about 40%;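 further: 0% = median of the plate's neutral control wells and 100% = double that signal; a rise in the Bmi1 reporter signal indicates esBAF inhibition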
C2C12 statin: suppression of simvastatin myotoxicity | rescue of ATP level, % at 7.49 µM | hit rate 0.78% among 330,000 | C2C12 myotubes + simvastatin, ATP luminescence, 48 h; scaled: DMSO 0, geranylgeraniol control 100;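 active means mean ATP rescue above about 67%, or every replicate alone reaching that limit, limit read from the data, passing the limit was not always enough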;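 further: myotubes were challenged with 10 µM simvastatin during compound exposure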
miR-122 sensor: miR-122 inhibition in Huh7 cells; Huh7 miR-122 Renilla luciferase sensor, 48 h; neutral wells = 0, positive control = 100; activation (reporter increase), % at 12.5 µM; hit rate 0.3% among 340,000; AID 602342;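 active means mean replicate activation score at least 90 and every replicate individually at or above 90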;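 further: higher luciferase means less miR-122 activity so hits act as miR-122 inhibitors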
Numbers without * were called inactive; nt = no result given; & = joins results of further samples; [ ] = another dose, or the depositor's remark.

SMILES	SIRT5 block	ARNT-TACC3 inh	ERp5 block	Cneo AK release	esBAF inh	C2C12 statin	miR-122 sensor
CC1CC(C)(C)N2C(=O)C(=C(C#N)C#N)c3cccc1c32 (stereo unspecified)	2	6	-3	nt	nt	nt	nt
COc1ccccc1C(=O)OCC(=O)Nc1cc(S(=O)(=O)N2CCOCC2)ccc1N1CCCC1	0	0	-6	nt	nt	nt	nt
C[C@@H]1CCCCO[C@H](CN(C)C(=O)Nc2ccc(F)cc2)[C@@H](C)CN([C@@H](C)CO)C(=O)c2cc(NS(=O)(=O)c3ccccc3)ccc2O1	1	12	2	-1	7	nt	34[16.7 µM]
O=C1C=CC(=Nc2ccc(F)cc2)O1	-4	-17	8	-1	-1	0	nt
CCOC(=O)CSc1nnc([C@H](C)NC(=O)OC(C)(C)C)o1	nt	1	nt	0	-2	-11	-4
CC1=CC2=NC(=O)CC(C)(C(=O)N(CC(=O)NC(C)(C)C)Cc3cccs3)N2C=C1 (stereo unspecified)	-18	-9	-20	-2	4	-4	-6
CCOC(=O)c1cc(-c2ccccc2)sc1NC(=O)CSc1nnnn1C	nt	-8	nt	4	-1	0	nt
Cc1nn(-c2ccccc2)c(C)c1C(=O)NNC(=O)C(F)(F)F	1	-3	-3	-3	-5	2	-5
O=c1[nH]c2ccccc2c2ccc(Cl)cc12	-2	7	-3	nt	nt	nt	4
COC(=O)c1cccc(NS(=O)(=O)c2ccc(OC)c(OC)c2)c1C	nt	-4	nt	-3	-7	1	nt
CN(C)c1ccc(NC(=O)c2ccc(N3CCOCC3)nc2)cc1	2	2	-4	0	51*	-9	-8
CC(NC(=O)NC(N)=O)(C(F)(F)F)C(F)(F)F	-1	-2	-3	0	1	8	nt

Reprinted from the part before: 6 entries, then new ones.
SMILES	SIRT5 block	ARNT-TACC3 inh	ERp5 block	Cneo AK release	esBAF inh	C2C12 statin	miR-122 sensor
CCOC(=O)c1cc(-c2ccccc2)sc1NC(=O)CSc1nnnn1C	nt	-8	nt	4	-1	0	nt
Cc1nn(-c2ccccc2)c(C)c1C(=O)NNC(=O)C(F)(F)F	1	-3	-3	-3	-5	2	-5
O=c1[nH]c2ccccc2c2ccc(Cl)cc12	-2	7	-3	nt	nt	nt	4
COC(=O)c1cccc(NS(=O)(=O)c2ccc(OC)c(OC)c2)c1C	nt	-4	nt	-3	-7	1	nt
CN(C)c1ccc(NC(=O)c2ccc(N3CCOCC3)nc2)cc1	2	2	-4	0	51*	-9	-8
CC(NC(=O)NC(N)=O)(C(F)(F)F)C(F)(F)F	-1	-2	-3	0	1	8	nt
Cc1cc(C)c(NC(=O)CSc2nnc(-c3ccncc3)n2Cc2ccco2)c(Cl)c1	nt	0	nt	2	0	-2	-5
CCOC(=O)N/N=C\c1ccc([N+](=O)[O-])o1	nt	5	nt	-1	-7	17	-3
COc1ccc(NS(=O)(=O)c2cccc(C(=O)N(C)CC(=O)Nc3ccc(C)cc3)c2)cc1	6	-3	2	-4	-4	-5	3
COC(=O)c1ccc(S(=O)(=O)NCc2ccco2)o1	-2	-2	5	0	9	10	nt
COc1cccc(NC(=O)N2C[C@H](O)COC[C@H]3O[C@H](CC(=O)NC4CCC4)CC[C@@H]32)c1	1	-20	-1	-2	4	4	9[16.7 µM]
COc1ccc(NC(=O)Nc2ccc3c(c2)C(=O)N([C@H](C)CO)C[C@@H](C)[C@@H](CN(C)Cc2ccc(C(F)(F)F)cc2)O3)cc1	21*	-2	1	17	-8	-19	6[16.7 µM]
C=CCN(Cc1nc(-c2ccc(OC)c(OC)c2)oc1C)C1CCS(=O)(=O)C1 (stereo unspecified)	-2	0	-8	nt	-2	20	-3
O=C(O)C1CC=CCC1C(=O)NCCc1ccccc1 (stereo unspecified)	nt	10	nt	-15	-11	104*	-1
O=C(Nc1ccc(F)cc1)Nc1ccc(N2CCCC2)c(S(=O)(=O)Nc2ccccc2Cl)c1	1	-7	1	nt	nt	nt	nt
CCc1c(C)nc(SCC(=O)Nc2cccc(Br)c2)[nH]c1=O	nt	-3	nt	-1	-1	3	3
COc1cc(OC)cc(C(=O)OCc2ccc([N+](=O)[O-])cc2)c1	-1	4	-1	nt	nt	nt	-3
Cc1ccccc1NS(=O)(=O)c1ccc(C(=O)NN2CCCCC2)cc1	-2	-8	1	2	-6	1	nt
C[C@@H]1CN([C@H](C)CO)C(=O)c2ccccc2-c2ccccc2CO[C@H]1CN(C)S(=O)(=O)c1ccsc1	-5	9	6	-1	-6	nt	nt
CC1(C)CC(=O)C2=C(C1)NC(=O)CC2c1ccc(N(CCC#N)CCC#N)cc1 (stereo unspecified)	-1	-3	-4	0	3	8	nt
CCN(Cc1ccccc1)C(=O)CCNS(=O)(=O)c1ccc2c(c1)CC(C)N2C(C)=O (stereo unspecified)	4	1	-5	-2	-11	1	4
O=C(Nc1ccc2c(c1)OCO2)C1CCCN1C(=O)OCc1ccccc1 (stereo unspecified)	nt	1	nt	2	2	8	-1
O=C(C[C@@H]1CC[C@H]2[C@@H](COC[C@H](O)CN2Cc2ccc3c(c2)OCO3)O1)N1CCOCC1	7	4	-5	3	-3	-11	0[16.7 µM]
O=C(CCC1CCCN(C(=O)c2cc(C3CC3)[nH]n2)C1)N1CCN(c2ccccn2)CC1 (stereo unspecified)	1	23	-1	nt	3	-4	-5
CC(CN1CCOCC1)OC(=O)c1ccc2c(c1)OCCO2 (stereo unspecified)	nt	-8	nt	-5	18	nt	-1
O=c1cc(CSc2nnc(-c3ccccc3)o2)c2ccccc2[nH]1	nt	-1	1	5	15	2	-7
CC(C)(C)C(=O)N1NC(=Nc2ccccc2)SC1(C)C	1	-2	1	-1	nt	nt	4
OC[C@H]1[C@H](c2ccc(C#Cc3ccccc3)cc2)[C@H]2CN(CC3CCOCC3)CCCCN21	-2	2	-2	-1	nt	nt	-1[16.7 µM]
NC(=O)c1cc(S(=O)(=O)N2CCCC2)ccc1OCCOc1ccccc1F	-4	-3	0	nt	nt	nt	nt
OCC(O)C1OC(Nc2ccc(Br)cc2)C(O)C1O (stereo unspecified)	1	-2	2	nt	nt	nt	nt
O=C(N/N=C/c1cccc(F)c1)c1cc(-c2ccco2)nc2ccccc12	nt	-7	nt	-4	79*	21	4
c1ccc(-c2c3ccccc3nc3[nH]c4ccccc4c23)cc1	nt	nt	nt	1	0	-21	-6
N[C@@H](CO)c1nnc([C@H](CC(=O)O)NC(=O)C2CCNCC2)o1	-1	22	6	5	0	-7	-3
COc1cccc(NC(=O)C2CCCN2C(=O)Nc2ccccc2F)c1 (stereo unspecified)	nt	-5	nt	nt	-14	24	-2
CC(C)c1nc(SCC(=O)Nc2cccc(C(F)(F)F)c2)c2c(=O)n(C)c(=O)n(C)c2n1	2	2	-4	3	-27	-55	9
C=CCO/N=C(/C)c1c(O)c(CC)c(-c2ccccc2)n(-c2ccccc2)c1=O	nt	22	nt	-9	3	3	-2
Cc1ccc(NC(=O)C2CCN(c3ncnc4c3nc3n4CCCCC3)CC2)cc1Cl	2	nt	2	2	1	7	-2
CC(C)(C)n1ncc2c(=O)n(CC(=O)Nc3ccccc3)cnc21	nt	-3	nt	-1	15	-9	nt
COc1cc(/C=C2/C(=O)N(c3ccc([N+](=O)[O-])cc3)N=C2N2CCOCC2)ccc1O	2	3	-14	0	9	0	-18
O=C(c1csc(Nc2ccccc2Cl)n1)N1CCCC1	nt	-9	nt	0	54*	6	-6
CC1(C(=O)NC2CCCC2)CCN1C(=O)Cc1ccc(-c2ccccc2)cc1 (stereo unspecified)	-4	nt	-7	0	-2	0	0
CCCCn1c(=S)[nH]c2c(=O)n(C)c(=O)n(C)c21	-2	nt	2	-1	1	5	3
O=C(C[C@H]1CC[C@@H]2[C@H](COC[C@H](O)CN2S(=O)(=O)c2ccccc2F)O1)NCc1ccccc1Cl	-4	4	18	2	1	-16	12[16.7 µM]
C[C@H](CO)N1C[C@H](C)[C@@H](CN(C)Cc2ccc3c(c2)OCO3)Oc2cc(Br)ccc2S1(=O)=O	-1&3	0	-5&-1	-1&4	-5&-12	-26&-34	7
C/C=C1\NC(=O)[C@H](C)NC(=O)[C@@H](NC(=O)[C@H](Cc2ccc(O)cc2)NC(=O)[C@@H](NC(=O)/C(C)=C/C)C(C)C)[C@@H](C)OC(=O)[C@H](CCCc2ccc(O)cc2)NC(=O)[C@@H](CCC(=O)OC)NC1=O	0	nt	8	-12	-2	2	0
CO[C@H]1CN(C)C(=O)c2cc(NC(=O)NC(C)C)ccc2OC[C@H](C)NC[C@H]1C	nt	-2	nt	-3	-1	-6	-5[16.7 µM]
CCN(C(=O)COC(=O)c1nc2nc(C)cc(C)n2n1)C1CCS(=O)(=O)C1 (stereo unspecified)	-1	-6	-23	0	-4	4	-4
Cc1onc(-c2ccccc2Cl)c1C(=O)Nc1cccc(-c2cn3cccnc3n2)c1	nt	8	nt	8	nt	nt	-7
Cc1ccc(N(Cc2cc3ccc(C)cc3[nH]c2=O)S(C)(=O)=O)c(C)c1	1	2	6	1	14	52	8
Cn1c2c(c(=O)n(C)c1=O)C(C(F)(F)F)(C(F)(F)F)N=C(c1ccccc1Cl)N2	nt	-1	nt	2	-7	1	-3
O=C(N/N=C/c1cc2ccccc2nc1Cl)c1ccncc1	-3	10	-2	1	-5	2	2
Cn1cccc1CC(=O)NNC(=S)NC(=O)c1ccc(F)cc1	-4	26	3	nt	nt	nt	nt
NC(=O)[C@@H]1[C@H]2C(=O)O[C@H](c3ccccc3)[C@H](c3ccccc3)N2[C@H](c2ccc(O)cc2)[C@@]12C(=O)Nc1ccc(C#CC3(O)CCCCCC3)cc12	12	7	1	38	nt	nt	nt
CCc1nc2ccc(C(=O)N(C)Cc3ccccc3)cn2c1N(C)CCCc1ccccc1	-1	nt	3	3	-5	-32	16
Cc1noc(C)c1NC(=O)NCC[C@@H]1CC[C@@H](NC(=O)Nc2cccc(Cl)c2)[C@@H](CO)O1	-2	3	0	11	-1	-14	nt
O=C1NC2(CCCCCC2)C(=O)N1Cc1cccc(Cl)c1	4	-6	-3	-2	-3	7	nt
CCn1c(N2CCN(S(=O)(=O)c3ccc(F)cc3)CC2)nc2ccccc21	-4	1	0	0	9	-4	-5
O=C(O)c1cc(-c2cccnc2)nc2ccc(Br)cc12	-2	6	-3	3	-15	4	4
O=C(O)c1cc(-c2ccccc2Cl)n(-c2ccccc2)n1	-4	-11	7	-1	-5	6	-6
CCCCC(=O)NC(=S)NNC(=O)CC#N	nt	25	nt	4	3	9	-2
CCSc1nnc(SCC(=O)Nc2cc(C)on2)s1	12	-25	1	1	3	0	-3

Whole records, looked up by structure. Order of screens: SIRT5 block | ARNT-TACC3 inh | ERp5 block | Cneo AK release | esBAF inh | C2C12 statin | miR-122 sensor
CCn1c(N2CCN(S(=O)(=O)c3ccc(F)cc3)CC2)nc2ccccc21 across the screens: -4 | 1 | 0 | 0 | 9 | -4 | -5
COc1ccc(NS(=O)(=O)c2cccc(C(=O)N(C)CC(=O)Nc3ccc(C)cc3)c2)cc1 across the screens: 6 | -3 | 2 | -4 | -4 | -5 | 3
